From PubChem BioAssay
Bcl-B displacement – displacers of TR3 peptide from Bcl-B, primary screen, selectivity assay for Bfl-1 inhibitor project, biochemical, fluorescence polarization. Bcl-2-like protein 10 (Homo sapiens). FP displacement of FITC-TR3 peptide from Bcl-B; higher % means a stronger effect. displacement, % at 20 µM, or IC50 in µM where a hit was titrated. actives 0.11% (n = 96,000);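 active = displacement above 50% at 20 µM plus a fluorescence interference ratio under 1.5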;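 also: plate controls were wells without compound for no effect and wells lacking Bcl-B protein for full effect; a part of the inactive calls stands beside numbers as strong as those of hits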
PLAP inhibition – PLAP enzyme inhibitors, biochemical, luminescence, HTS (AID 690). Alkaline phosphatase, placental type (Homo sapiens). purified PLAP, luminescent substrate; higher % means a stronger effect. actives 0.08% (n = 96,000). inhibition, % at 20 µM, or IC50 in µM where a hit was titrated; in the data active = a potency from the dose series; inactive = the rest, 99 in 100 with inhibition below about 30%; also: strong numbers were not always called active
IL1B NFkB inh – inhibitors of IL-1B driven NFkB p65 nuclear import, primary screen, imaging, HUVEC, IL-1B stimulus, high-content imaging; AID 796, 2007; HUVEC IL-1B NFkB p65 nuclear translocation imaging; inhibition, % at 2 µM; actives 0.43% (n = 94,000);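 active = inhibition above about 30% together with a positive call from visual inspection of the well image, limit read from the data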;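 also: nuclear over cytoplasmic p65 intensity ratio measured by imaging; 0% = IL-1B stimulated DMSO wells and 100% = unstimulated DMSO wells; values of inactives mirror those of a sister screen read the other way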
MRP resist rev – reversal of MRP1-mediated doxorubicin resistance, primary screen, H69AR cells, doxorubicin co-treatment; H69AR cells + 2 uM doxorubicin, CellTiter-Glo, 72 h; differential viability (reversal), % at 10 µM; actives 0.04% (n = 85,000);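 active = viability drop by adding the cancer drug above about 55%, with treated viability meeting a 40% cutoff, limit read from the data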;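 also: viability without doxorubicin minus viability with 2 µM doxorubicin for each compound; larger differential means the compound sensitizes cells more to doxorubicin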
IL1B NFkB pot – enhancers of NFkB p65 translocation in HUVEC – imaging, IL-1B stimulus, high-content imaging, primary screen | HUVEC IL-1B NFkB p65 nuclear translocation imaging | activation, % at 2 µM | actives 0.3% (n = 94,000) | AID 819, 2007;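 active = activation above 40%, about the mean plus 3 SD, also judged a hit on visual image review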;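 also: percent activation is computed from the nuclear over cytoplasmic p65 intensity ratio; values of inactives mirror those of a sister screen read the other way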
MRP resist rev cytotoxicity – further read-out of MRP resist rev, marked with its call; viability, %; H69AR cells, CellTiter-Glo, 72 h; measured here: cytotoxicity without doxorubicin
MRP resist rev with doxorubicin – also measured in MRP resist rev; calls as there; viability, %; measured here: viability with 2 uM doxorubicin; stronger effect = lower value
IL1B NFkB inh cell count 2 µM – recorded beside IL1B NFkB inh, whose call it bears; cell count; measured here: cells passing quality filter;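 raw number of nuclei counted in each imaged well without normalization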
IL1B NFkB pot cell count 2 µM – also measured in IL1B NFkB pot; calls as there; cell count; measured here: cells passing quality filter
An asterisk follows results filed as active; . = not tested or not shown. Some of the compounds tested; the hit share may differ from the screen's.

SMILES	Bcl-B displacement	PLAP inhibition	IL1B NFkB inh	IL1B NFkB inh cell count 2 µM	MRP resist rev	MRP resist rev cytotoxicity	MRP resist rev with doxorubicin	IL1B NFkB pot	IL1B NFkB pot cell count 2 µM
COc1cc(-c2[nH]nc3c2C(c2ccoc2)C(C#N)=C(N)O3)cc(OC)c1OC (configuration not stated)	.	.	8.2	67	8.5	83.2	74.7	-8.2	67
CC(C)OC(=O)COc1ccc(-c2ccccc2)cc1	-6.8%	-4.9%	-3.9	206	4.8	107.9	103.1	3.9	206
COc1ccccc1N1CCN(c2nc3c(C)cccn3c(=O)c2C=O)CC1	0.6%	-30.1%	-11.6	183	.	.	.	11.6	183
O=C(CCNC(=O)Cn1ccc2ccccc2c1=O)NCCCN1CCN(c2ccc(F)cc2)CC1	1.1%	-49.7%	-21.4	75	16.5	104.8	88.3	21.4	75
Fc1ccc(Nc2nc(Oc3ccc4c(c3)OCO4)nc(N3CCOCC3)n2)c(F)c1	1.9%	4.3%	-2.6	98	-18.2	71.0	89.1	2.6	98
CN(c1ccc(C(=O)NCC2CCCO2)cc1)S(=O)(=O)c1ccccc1 (configuration not stated)	-7.6%	11.3%	-8.8	165	5.2	91.3	86.0	8.8	165
CCOCCCNC(=O)c1c[nH]c2ccc(C)cc2c1=O	.	.	-13.9	111	-4.4	78.4	82.8	13.9	111
O=C(CCn1c(=O)sc2ccccc21)Nc1ccon1	.	.	10.7	90	-4.0	90.5	94.5	-10.7	90
OCCNCCCCOc1ccccc1F	-4.6%	-9.4%	-12.2	182	-0.6	110.0	110.5	12.2	182
FC(F)(F)c1nnc2sc(-c3ccco3)nn12	-2.8%	-9.3%	1.1	116	.	.	.	-1.1	116
COc1ccccc1CNC(=O)N[C@@H](Cc1ccccc1)C(=O)O	-4.1%	-0.4%	-3.6	140	29.9	99.3	69.4	3.6	140
O=C(Nc1ccc(OCC(F)(F)C(F)F)c(C(F)(F)F)c1)c1ccc(Cl)cc1	.	.	11.4	129	.	.	.	-11.4	129
O=C(NCCOCCOCCNC(=O)c1cccnc1)c1cccnc1	0.1%	10.3%	-22.2	137	-4.9	81.8	86.7	22.2	137
CC1=C(C(=O)Nc2ccccc2)C(c2cccs2)C(C#N)=C(SCC#N)N1 (configuration not stated)	6.6%	-19.8%	-5.8	154	-19.2	70.0	89.2	5.8	154
COc1ccc2c(c1)C(=O)N(c1ccc(C)cc1)C(=O)C2	13.4%	-50.5%	-0.2	192	23.9	105.7	81.9	0.2	192
CCOCCCNC(=O)c1cc2sc(Cl)cc2n1CC	-1.8%	-39.2%	.	.	-22.8	35.8	58.6	.	.
CC1CCCN(C(=O)CNC(=O)Cn2ccc3ccccc3c2=O)C1 (configuration not stated)	8.3%	-8.6%	-5.2	50	-0.9	89.2	90.1	5.2	50
Cc1ccc(-c2nnc(N3CCN(C(=O)CN4CCOCC4)CC3)c3ccccc23)cc1	-11.0%	-54.4%	-9.0	157	15.9	77.2	61.3	9.0	157
COc1cccc(N(CC(=O)N2CCN(C)CC2)S(=O)(=O)c2ccccc2)c1	3.2%	-8.1%	12.7	204	10.0	103.1	93.1	-12.7	204
CCOC(=O)C1=C(O)/C(=C/c2cc(OC)c(OC)c(OC)c2)SC1=Nc1ccc(OC)cc1	3.7%	.	-8.7	53	.	.	.	8.7	53

Some of the entries so far, as comma-separated lines.
SMILES,Bcl-B displacement,PLAP inhibition,IL1B NFkB inh,IL1B NFkB inh cell count 2 µM,MRP resist rev,MRP resist rev cytotoxicity,MRP resist rev with doxorubicin,IL1B NFkB pot,IL1B NFkB pot cell count 2 µM
COc1ccccc1CNC(=O)N[C@@H](Cc1ccccc1)C(=O)O,-4.1%,-0.4%,-3.6,140,29.9,99.3,69.4,3.6,140
CC1CCCN(C(=O)CNC(=O)Cn2ccc3ccccc3c2=O)C1 (configuration not stated),8.3%,-8.6%,-5.2,50,-0.9,89.2,90.1,5.2,50
COc1ccc2c(c1)C(=O)N(c1ccc(C)cc1)C(=O)C2,13.4%,-50.5%,-0.2,192,23.9,105.7,81.9,0.2,192
CC1=C(C(=O)Nc2ccccc2)C(c2cccs2)C(C#N)=C(SCC#N)N1 (configuration not stated),6.6%,-19.8%,-5.8,154,-19.2,70.0,89.2,5.8,154
COc1cccc(N(CC(=O)N2CCN(C)CC2)S(=O)(=O)c2ccccc2)c1,3.2%,-8.1%,12.7,204,10.0,103.1,93.1,-12.7,204

Following part:
SMILES	Bcl-B displacement	PLAP inhibition	IL1B NFkB inh	IL1B NFkB inh cell count 2 µM	MRP resist rev	MRP resist rev cytotoxicity	MRP resist rev with doxorubicin	IL1B NFkB pot	IL1B NFkB pot cell count 2 µM
Cc1ccc2cc(C#N)c(SCC(=O)N3CCCc4ccccc43)nc2c1C	2.6%	-3.8%	2.9	136	.	.	.	-2.9	136
O=C(Nc1cnn(Cc2ccc(F)cc2)c1)c1cc2nc(-c3ccco3)cc(C(F)(F)F)n2n1	-12.9%	16.7%	8.2	103	5.8	56.2	50.4	-8.2	103
O=[N+]([O-])c1ccc(Cl)c(/C=N/N2CCN(Cc3ccccc3)CC2)c1	-0.2%	-20.1%	7.7	154	12.3	82.5	70.2	-7.7	154
N#Cc1c(NCc2ccccc2)ccnc1NCc1cccnc1	-2.3%	23.6%	1.9	125	12.7	96.4	83.8	-1.9	125
O=C(Cn1c(CC(=O)N2CCOCC2)nc2ccccc21)Nc1ccc2c(c1)OC(F)(F)O2	1.5%	-6.8%	7.8	85	10.6	88.1	77.4	-7.8	85
C=CCn1c(COc2cccc3cccnc23)nnc1SCC(=O)OC	-3.2%	-29.1%	30.7*	166*	-17.1	93.3	110.4	-30.7	166
CCCP(=O)(CC(=O)O)c1ccccc1 (configuration not stated)	8.8%	1.5%	.	.	9.2	91.2	82.0	.	.
CN1CCN(Cc2c(O)ccc3occ(C(=O)c4ccccc4)c23)CC1	0.4%	-30.5%	-7.3	129	-7.1	94.8	102.0	7.3	129
O=C(CN1CCN(c2ccccn2)CC1)Nc1ccc(F)cc1	-2.9%	-6.1%	-10.7	144	14.9	96.3	81.4	10.7	144
Cc1ccc(C)c(NS(=O)(=O)c2c(C)nn(C)c2C)c1	10.2%	-5.4%	1.1	221	3.2	95.3	92.1	-1.1	221
COc1ccc(C2C(C(=O)c3ccco3)=C(O)C(=O)N2Cc2cccnc2)cc1OC (configuration not stated)	-11.6%	-11.1%	-9.6	165	-1.4	93.3	94.7	9.6	165
COc1ccccc1NC(=O)CN(C)S(=O)(=O)c1cc(C)ccc1OC	-5.8%	-35.7%	2.9	170	4.1	85.5	81.4	-2.9	170
CS(=O)(=O)N(CC(=O)Nc1ccc2c(c1)OCO2)c1ccc(Cl)cc1	6.5%	0.0%	-8.7	105	1.0	92.5	91.5	8.7	105
Cc1sc2ncnc(N3CCN(c4ncccn4)CC3)c2c1C	-1.5%	-18.6%	-0.8	99	-0.7	76.8	77.6	0.8	99
Cc1ccc(C(=O)CSc2nnc(-c3ccco3)n2Cc2ccccc2)cc1	-11.7%	6.1%	-13.0	156	-20.4	64.6	85.0	13.0	156
O=C(O)C1CCCCN1S(=O)(=O)c1ccc(Cl)s1 (configuration not stated)	1.6%	-19.9%	10.6	175	-6.3	96.1	102.4	-10.6	175
COC(=O)c1nnn(CC(=O)Nc2ccc(C)c(F)c2)c1C(=O)OC	-15.2%	-23.4%	-6.4	149	-7.0	91.1	98.0	6.4	149
CC1(C)CC(=O)C2=C(C1)N1CCCCC1CC2=O (configuration not stated)	30.5%	-4.3%	1.2	106	10.5	95.8	85.3	-1.2	106
CCc1nnc(NC(=O)CSc2nc3cccnc3n2Cc2ccccc2)s1	.	.	4.5	112	-6.1	78.0	84.0	-4.5	112
CCNC(=S)NS(=O)(=O)c1ccccc1	-7.5%	5.3%	-0.6	161	.	.	.	0.6	161
O=C1c2ccccc2C(=O)N1CCN1CCCCC1	-4.9%	-6.6%	-30.6	171	-3.4	87.1	90.5	30.6	171
CCN(CC(=O)Nc1ccc2c(c1)OCCO2)Cc1cc(=O)oc2c(C)c(C)ccc12	-8.4%	-87.8%	1.4	107	-18.3	53.9	72.1	-1.4	107
C/C(=N\NC(=O)c1c(Cl)c(C)nn1C)c1cccc(NC(=O)COc2ccccc2)c1	2.0%	-6.7%	-2.3	130	.	.	.	2.3	130
Cc1ccc2nsnc2c1S(=O)(=O)N(Cc1ccco1)Cc1cc2cccc(C)c2[nH]c1=O	0.8%	-10.9%	-0.3	127	14.8	66.0	51.2	0.3	127
CN(CC(=O)O/N=C(\N)c1ccccn1)S(=O)(=O)c1ccc(Br)cc1	-0.7%	-12.2%	-4.1	111	.	.	.	4.1	111
O=C(NCc1ccccc1)C1(c2ccccc2)CCN(S(=O)(=O)c2ccccc2)CC1	-15.4%	9.7%	-24.5	83	0.2	82.9	82.7	24.5	83
COc1cc(-c2c(C#N)c(=O)[nH]c3c2c(C)nn3-c2ccccc2)ccc1O	0.9%	11.2%	0.2	85	-4.9	92.0	97.0	-0.2	85
C=CCN(c1ccc(C(=O)N2CCN(c3ccc(F)cc3)CC2)cc1)S(C)(=O)=O	-6.1%	-33.1%	-8.1	144	-4.3	84.8	89.2	8.1	144
COc1ccc(Cn2nnnc2CN2CCc3ccccc32)cc1	2.6%	-47.9%	-1.1	171	-4.0	81.0	84.9	1.1	171
CCc1nc(OCc2ccco2)c2sc3nc4c(cc3c2n1)COC(C)(C)C4	-9.7%	-32.5%	-15.4	131	1.4	85.4	84.0	15.4	131
COc1ccc(NC(=O)NCCCN2CCCC2=O)cc1	4.1%	5.7%	.	.	-0.2	93.3	93.6	.	.
O=C(NC1CCCCCCC1)C1CCN(c2nc3ccccc3o2)CC1	-3.5%	-66.5%	16.9	166	-27.0	67.2	94.2	-16.9	166
CC(C)(C)c1ccc(C(=O)Nn2c(CCC(=O)O)ccc2-c2cccs2)cc1	2.2%	-82.2%	1.0	103	3.0	109.9	107.0	-1.0	103
COC(=O)CSc1nnc(-c2ccc(S(=O)(=O)NCc3cccs3)cc2)o1	3.4%	14.5%	-44.6	143	-0.1	97.0	97.0	44.6*	143*
Cc1cccn2c(=O)c(/C=C(\C#N)S(=O)(=O)c3ccccc3)c(N3CCN(C)CC3)nc12	25.2%	-32.8%	-8.6	138	13.7	91.9	78.2	8.6	138
Cc1ccc(Cn2c(-c3nonc3N)nc3ccccc32)cc1	-6.3%	2.0%	-24.0	100	.	.	.	24.0	100
CCOC(=O)C1=C(c2ccccc2)NC(SCC(N)=O)=C(C#N)C1c1cccnc1 (configuration not stated)	-2.6%	-6.2%	-34.6	161	.	.	.	34.6	161
Cc1ccc(S(=O)(=O)N2CCCSCC2)cc1	2.7%	-15.3%	7.3	106	11.0	95.2	84.2	-7.3	106
Nc1ccc(C(=O)Nc2ccc3nc(-c4cccnc4)[nH]c3c2)cc1	0.9%	8.5%	-0.5	179	-0.1	90.3	90.4	0.5	179
Cn1c(=O)c2cc(S(=O)(=O)NCCC(=O)Nc3ccc(Cl)cc3)ccc2n(C)c1=O	0.1%	2.1%	.	.	.	.	.	.	.
O=C1N/C(=N/c2ccccn2)SC1Cc1ccccc1 (configuration not stated)	-6.6%	-56.4%	.	.	1.8	101.3	99.5	.	.
Cc1ccc(C)c(-c2cc(C(=O)Nc3sc(C)c(C)c3C(N)=O)c3ccccc3n2)c1	-1.0%	-16.8%	-6.9	158	.	.	.	6.9	158
Cc1ccc(S(=O)(=O)c2nc(Nc3nccs3)sc2Cl)cc1	-27.8%	12.5%	-32.0	195	10.8	89.5	78.7	32.0	195
CN(C)CCN1C(=O)c2oc3ccccc3c(=O)c2C1c1ccc(F)cc1 (configuration not stated)	-11.4%	-15.4%	-24.0	120	3.8	94.2	90.4	24.0	120
COC(=O)CSc1nnc(CCc2nc3ccccc3[nH]2)n1C	.	.	-12.9	87	-8.8	96.5	105.3	12.9	87
